IMP-1 inh: blocks Pseudomonas aeruginosa IMP-1 metallo-beta-lactamase. purified IMP-1, nitrocefin hydrolysis, epi-absorbance fluorescence. inhibition, % at 5.6 µM. 0.45% of 290,000 active;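 active means inhibition above the mean plus 3 SD of all compounds in the same screening run, cut at about 4.5% in these data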;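 further: 0% = IMP-1 with DMSO and 100% = DMSO wells lacking enzyme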
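System: purified IMP-1 / Input: IMP-1 dispensed at 0.2 nM / Medium: 50 mM HEPES pH 7.1, 50 µM ZnSO4, 0.05% Brij 35 / Timing: 15 min enzyme–compound preincubation, then 25 min nitrocefin reaction, 25 °C / Technique: plate fluorescence quenching by hydrolysis product, ex 480/em 530 nm / Repeats: singlicate testing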
PHOSPHO1 block: inhibitors of human PHOSPHO1 phosphatase; inhibition, % at 13.3 µM; recombinant PHOSPHO1, absorbance phosphatase assay; Q8TCT1; 1.1% of 290,000 active; in the data active means inhibition above about 60%
GPR7 antagonist: blocks human GPR7 receptor signaling | P48145 | GPR7-expressing cells, fluorescence antagonist assay | inhibition, % at 4.4 µM | 1.1% of 290,000 active | AID 1861; in the data active means inhibition above about 16%, passing the limit was not always enough;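 further: cells stimulated with the agonist NPW; 0% = agonist with vehicle and 100% = vehicle without agonist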
Target sequence (P48145 whole entry, looked up): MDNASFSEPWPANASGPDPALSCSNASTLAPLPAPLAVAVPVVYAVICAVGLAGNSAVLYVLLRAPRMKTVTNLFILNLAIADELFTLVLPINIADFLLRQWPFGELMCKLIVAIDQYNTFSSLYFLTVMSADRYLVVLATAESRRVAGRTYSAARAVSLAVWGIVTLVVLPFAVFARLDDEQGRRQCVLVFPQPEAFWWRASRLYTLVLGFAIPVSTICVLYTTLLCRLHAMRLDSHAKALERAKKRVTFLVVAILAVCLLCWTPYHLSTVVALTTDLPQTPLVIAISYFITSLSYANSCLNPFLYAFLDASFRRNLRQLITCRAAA
V1aR counter: counter-screen for oxytocin receptor agonists: human V1a receptor agonists; CHO-V1R cells, Fluo-8 calcium fluorescence, agonist mode; 0% DMSO, 100% 3 nM vasopressin; activation, % at 3 µM; 0.25% of 320,000 active; P37288;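 active means activation above the mean activation of all tested compounds plus 3 SD, per screening run, cut at about 20% in these data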;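 further: signal is peak over basal fluorescence ratio across a 100 second FLIPR read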
OXTR ag: activates the human oxytocin receptor; CHO-OTR cells, Fluo-8 calcium fluorescence; normalized: DMSO 0%, oxytocin 100%; activation, % at 3 µM; 0.32% of 320,000 active;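 active means activation above the mean of all tested compounds plus 3 SD, cutoff set per screening run, cut at about 20% in these data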;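 further: peak over basal fluorescence ratio from a 100 s FLIPR kinetic read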
Target sequence (P30559 whole entry, looked up): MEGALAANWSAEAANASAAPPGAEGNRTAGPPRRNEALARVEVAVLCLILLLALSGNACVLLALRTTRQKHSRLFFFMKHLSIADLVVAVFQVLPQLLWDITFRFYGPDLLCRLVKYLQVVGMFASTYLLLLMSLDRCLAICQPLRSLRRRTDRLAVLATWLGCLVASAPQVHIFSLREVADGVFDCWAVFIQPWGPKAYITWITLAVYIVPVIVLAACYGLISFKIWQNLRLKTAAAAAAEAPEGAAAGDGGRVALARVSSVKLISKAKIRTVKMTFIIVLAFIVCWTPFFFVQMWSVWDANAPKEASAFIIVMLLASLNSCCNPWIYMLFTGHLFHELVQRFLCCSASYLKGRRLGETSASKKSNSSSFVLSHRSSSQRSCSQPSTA
NS3 helicase inh: inhibitors of Hepatitis C virus NS3 helicase | NS3 helicase DNA unwinding, Cy5 molecular beacon fluorescence | 0.56% of 290,000 active | inhibition, % at 10.9 µM;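 active means inhibition above the mean of all tested compounds plus 3 SD, set per campaign, cut at about 35% in these data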;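 further: 0% = DMSO wells and 100% = thioflavine S control wells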
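Compound dosing – single dose, 10.9 µM nominal final, DMSO 0.8% final · System – NS3 helicase fragment of HCV · Buffer or medium – MOPS pH 6.5, MgCl2, DTT, Tween20, BSA · Signal – Cy5 beacon fluorescence read at start and 1 h · Also added – annealed dual-labelled DNA beacon duplex, ATP-started · Schedule – 1 h at 25 °C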
FID counter: displaces DNA intercalator in HCV helicase counter-screen; inhibition, % at 7.9 µM; AID 1845; 0.17% of 290,000 active; DNA fluorescent intercalator displacement, fluorescence; in the data active means inhibition above about 37%;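 further: 0% = vehicle and 100% = reference compound; higher means more ethidium bromide displaced from hairpin DNA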
VIM-2 inh: blocks Pseudomonas aeruginosa VIM-2 metallo-beta-lactamase. purified VIM-2, nitrocefin hydrolysis, epi-absorbance fluorescence. inhibition, % at 5.6 µM. 0.89% of 290,000 active. AID 1527;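 active means inhibition above the mean of all tested compounds plus 3 SD, cutoff set per screening run, cut at about 7.5% in these data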;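 further: red hydrolysis product quenches plate fluorescence so inhibitors raise well fluorescence; 0% = enzyme with DMSO and 100% = DMSO without enzyme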
GalR3 antagonist: antagonists of human GalR3. inhibition, % at 3 µM. HEK293 GalR3-CNG cAMP membrane potential fluorescence; galR3 body fused to GalR1 C-terminus. O60755. 0.44% of 360,000 active;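 active means inhibition above the screen-wide average plus 3 SD, cut at about 13% in these data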;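 further: forskolin and galanin both at EC90 stimulate the cells; cAMP rise reported by CNG channel membrane potential dye signal; 0% = forskolin plus galanin with DMSO and 100% = forskolin alone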
Target sequence (O60755 1-299 limits assumed): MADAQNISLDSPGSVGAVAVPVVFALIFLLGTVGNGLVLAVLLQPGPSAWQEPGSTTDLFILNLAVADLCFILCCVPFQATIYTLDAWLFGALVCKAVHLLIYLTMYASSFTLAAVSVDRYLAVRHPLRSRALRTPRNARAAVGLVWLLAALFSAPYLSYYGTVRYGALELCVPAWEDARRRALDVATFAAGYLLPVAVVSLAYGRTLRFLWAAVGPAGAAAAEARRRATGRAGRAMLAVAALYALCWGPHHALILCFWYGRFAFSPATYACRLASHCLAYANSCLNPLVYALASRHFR
Active calls of the source: *; . = no result given.

canonical_smiles | IMP-1 inh | PHOSPHO1 block | GPR7 antagonist | V1aR counter | OXTR ag | NS3 helicase inh | FID counter | VIM-2 inh | GalR3 antagonist
Cc1cccc(N/C=C/C(=O)c2cccs2)c1C | -0.3 | -9 | 4 | 0.6 | -1.8 | -9 | -6 | 3.3 | -9
CCn1c(C)c(P(=O)(N2CCOCC2)N2CCOCC2)c2ccccc21 | -3.1 | -18 | -9 | -0.5 | -0.5 | 4 | -13 | -3.0 | 7
O=c1[nH]c(/C=C/c2cccc([N+](=O)[O-])c2)c([N+](=O)[O-])c(=O)[nH]1 | -0.6 | 3 | -2 | 0.3 | -1.0 | 31 | -4 | -0.4 | -5
COc1ccc(/C=N/NC(=O)c2ccc(NC(=O)c3ccccc3Br)cc2)cc1 | -1.3 | -3 | 10 | 3.7 | 1.1 | -6 | -15 | -5.3 | -3
O=C(NCCc1nc2ccccc2[nH]1)/C(=C/c1ccc2c(c1)OCO2)NC(=O)c1ccccc1Cl | -3.2 | 5 | -3 | 0.2 | 0.2 | -28 | -5 | -4.2 | -3
O=C1CCC(C(=O)N2CCOCC2)CN1Cc1cccc(C(F)(F)F)c1 (stereo not given) | -0.8 | 30 | 7 | 0.6 | -0.3 | 2 | -6 | -2.4 | 1
O=C(O)Cc1ccc(NC(=O)C2CCCCC2C(=O)O)cc1 (stereo not given) | 0.3 | -8 | -4 | 0.2 | 0.5 | -9 | 1 | 3.6 | 4
CCc1ccc(-c2nc(SCC(=O)NC3CCCC3)n[nH]2)cc1 | -1.7 | 19 | -3 | 11 | 4.3 | 4 | -35 | -4.4 | 25*
CC1CC(C)CN(C(=O)C2CCN(S(=O)(=O)c3cccc4cccnc34)CC2)C1 (stereo not given) | -2.6 | -22 | 1 | -0.7 | 2.9 | 0 | -43 | -2.8 | .
Cc1ccc(NC(=O)CSc2nnc(C(F)(F)F)n2C)cc1[N+](=O)[O-] | 1.5 | 12 | -7 | 1.5 | 0.5 | -7 | 3 | 0.9 | 3
Cc1ccccc1Nc1c(-c2cccnc2)nc2ccccn12 | -3.7 | 27 | -9 | -1.1 | -1.0 | 0 | -21 | -3.2 | -5
O=C1CN(C(=O)/C=C/c2ccc(Cl)cc2Cl)CCN1 | -1.9 | -3 | -1 | 0.0 | 0.1 | -6 | -1 | -2.9 | -2
CCC(=O)Nc1cc2c(cc1C(=O)c1ccccc1)OCCO2 | -4.6 | 42 | -1 | 0.2 | -0.4 | 6 | -8 | -1.7 | 2
COc1ccc(C2CCCN2C(=S)Nc2cccc(Cl)c2C)cc1OC (stereo not given) | -1.6 | -13 | -11 | 4.0 | 4.8 | -6 | -15 | -2.4 | -2
NC(=S)N/N=C/c1ccc(-c2ccc([N+](=O)[O-])cc2)o1 | -1.7 | -18 | 6 | -0.2 | -1.0 | 8 | 5 | 0.8 | -6

Additional records follow:
canonical_smiles | IMP-1 inh | PHOSPHO1 block | GPR7 antagonist | V1aR counter | OXTR ag | NS3 helicase inh | FID counter | VIM-2 inh | GalR3 antagonist
CCC(c1nnnn1C(C)(C)C)N(CCOC)Cc1cc2cccc(C)c2n2nnnc12 (stereo not given) | -2.9 | -2 | 3 | . | . | 1 | -2 | -3.5 | .
CCOC(=O)C1=C(CN2CCc3ccccc32)NC(=O)NC1c1cccc([N+](=O)[O-])c1 (stereo not given) | -0.6 | 27 | 6 | 2.1 | 5.2 | -2 | -15 | -1.6 | -9
O=c1ccc2cc(S(=O)(=O)N3CCOCC3)ccc2o1 | -6.7 | -14 | -3 | 0.2 | 0.0 | -5 | 6 | -2.0 | -1
CC(C)(C)c1ccc(C(=O)NCCN2CCCC2)cc1 | -1.1 | 11 | -5 | 0.5 | -0.3 | 3 | 5 | -3.7 | 0
CSc1ccc(CN2CCN(C(=O)c3ccncc3)CC2)cc1 | -5.9 | 24 | 5 | 1.9 | 1.1 | -5 | -13 | -0.3 | -4
COc1ccccc1NC(=O)Nc1nnc(-c2ccco2)s1 | -1.6 | 34 | 1 | 1.2 | 5.8 | 0 | -3 | -2.1 | .
COc1ccc(N(CC(=O)N2CCCCCC2)S(=O)(=O)c2ccccc2)cc1 | -3.5 | 40 | -7 | 1.1 | -0.3 | 8 | -38 | -0.6 | -9
CC(=O)Nc1ccc(NC(=O)COc2ccc(Br)cc2C)cc1 | -1.9 | 16 | 2 | 2.8 | 7.6 | 5 | -20 | -1.2 | 4
O=C(O)c1ccc(S(=O)(=O)N2CCC(c3nc(-c4ccccc4Cl)no3)CC2)cc1 | -0.3 | -10 | -10 | 0.2 | 0.9 | -26 | -40 | -3.5 | -6
Cc1ccccc1NC(=O)N1CCCC(c2nc(-c3ccc(F)cc3)no2)C1 (stereo not given) | -2.3 | -4 | -2 | 1.1 | 1.4 | -5 | -13 | -0.7 | -9
CCCc1nn(C)c2c1C(c1cccnc1)C(C#N)=C(N)O2 (stereo not given) | -0.6 | 23 | 1 | 0.6 | 2.1 | -8 | 0 | 0.1 | 1
COc1ccc(NS(=O)(=O)c2csc(C(=O)Nc3ccccc3)c2)cc1 | -1.1 | 19 | -2 | 7.5 | 7.6 | -7 | -11 | 0.1 | -7
O=C(c1ccc(COc2ccc(Cl)cc2Cl)o1)N1CCCC1 | -0.5 | 23 | 6 | . | . | -7 | -45 | 0.1 | -3
CC(=O)n1cc(/C=N/NC(=O)c2sc(C)nc2C)c2ccccc21 | -3.4 | -123 | 7 | 1.1 | 0.1 | -4 | -10 | -1.4 | -2
CC(C)C[C@H](NC(=O)OC(C)(C)C)c1nnc(SCc2ccccc2)o1 | 1.8 | 14 | 5 | 0.8 | -0.4 | 8 | -32 | -1.7 | -8

Following part
canonical_smiles | IMP-1 inh | PHOSPHO1 block | GPR7 antagonist | V1aR counter | OXTR ag | NS3 helicase inh | FID counter | VIM-2 inh | GalR3 antagonist
COc1cccc(NC(=O)c2nc3ncccn3n2)c1 | -1.6 | 2 | -19 | 0.1 | 0.2 | 1 | -8 | -2.3 | -4
CCOc1ccc(S(=O)(=O)N2CCC(C(=O)N3CCCCCC3)CC2)cc1C | -5.3 | 43 | -4 | 4.7 | 0.2 | -4 | -50 | -1.5 | -4
O=C(CN1C(=O)C2CCCCC2C1=O)Nc1ccc(S(=O)(=O)Nc2ncccn2)cc1 (stereo not given) | -3.2 | 32 | -8 | 1.1 | 0.3 | -7 | -9 | -1.6 | -2
COc1ccc(NC(=O)C(=O)Nc2cccc3cccnc23)cc1OC | -1.6 | 8 | -20 | 0.2 | -0.5 | 3 | -12 | -0.9 | 8
COc1cccc(NC(=S)N2CCC(NC(=O)c3ccco3)CC2)c1 | 1.3 | 46 | 29 | 2.9 | 0.7 | 8 | -9 | -0.6 | -7
CC(C)(C)NCc1cc(Cl)ccc1OCc1ccccc1F | -0.7 | 18 | 6 | 2.8 | 4.1 | -14 | 14 | 0.8 | -10
C/C(=N\NS(=O)(=O)c1ccc(C(C)(C)C)cc1)c1ccccc1 | 0.0 | 14 | -8 | 0.0 | -1.6 | -1 | -22 | 1.7 | -7
CC1=C(C(=O)OCC2CCCO2)C(c2ccsc2)C2=C(CC(C)(C)CC2=O)N1 (stereo not given) | -1.1 | -13 | 4 | 0.0 | -1.9 | 0 | -21 | 1.7 | -4
COC(=O)c1cccc(C(=O)Nc2ccc(C)cc2)n1 | -1.8 | 40 | -2 | -0.9 | -0.8 | -5 | -6 | -1.1 | 3
COc1cc2c(cc1NC(=O)c1cc(-c3cccnc3)nc3ccc(C)cc13)oc1ccccc12 | 0.0 | 5 | 0 | -0.3 | -0.3 | -1 | -1 | 2.5 | -6
CC(C)(C)c1ccc(-c2nnc(N)s2)cc1 | -3.0 | 52 | -16 | 1.3 | -0.2 | -9 | -3 | -1.4 | -3
CCN(CC(=O)Nc1ccccc1C(F)(F)F)C(=O)c1cc(-c2cccs2)nn1-c1ccccc1 | -0.6 | 14 | -4 | -0.1 | -1.7 | -12 | -33 | 0.8 | -3
O=C(CN(CC1CCCO1)C(=O)CNS(=O)(=O)c1ccc(Cl)cc1)NCc1ccc(F)cc1 (stereo not given) | -3.2 | 24 | -3 | -0.7 | 0.7 | 0 | -36 | -3.5 | -8
COc1ccccc1-c1cnnc(N/N=C/c2ccc(-c3cccc(Br)c3)o2)n1 | -4.5 | -18 | -10 | -0.1 | -0.1 | 2 | -4 | -3.6 | -4
CC1CCN(C(=O)CSc2nc(C(C)C)nc3c2c(=O)n(C)c(=O)n3C)CC1 | 0.2 | 12 | 0 | -1.6 | -0.7 | 5 | -27 | 3.0 | -2

(further entries)
canonical_smiles | IMP-1 inh | PHOSPHO1 block | GPR7 antagonist | V1aR counter | OXTR ag | NS3 helicase inh | FID counter | VIM-2 inh | GalR3 antagonist
C=CCOC(=O)C1=C(C)Nc2nnnn2C1c1cccs1 (stereo not given) | -1.4 | -5 | 1 | 0.1 | -0.3 | -1 | -2 | -1.1 | -4
c1ccc(COc2ccc(OCCCCN3CCCC3)cc2)cc1 | -1.8 | 1 | -1 | 5.7 | 4.7 | -18 | 17 | 1.3 | -2
O=C(NCc1ccco1)c1ccc2snnc2c1 | 2.3 | 4 | -1 | 0.1 | 0.1 | 7 | -2 | -2.4 | -4
COC(=O)c1[nH]c2ccc(C)cc2c1NC(=O)Nc1ccc(OC)cc1 | -1.4 | 18 | -2 | -1.1 | -0.4 | 4 | -2 | -2.3 | -3
COc1ccc(C(=O)/C(=C/N(C)C)S(=O)(=O)c2ccccc2)cc1 | -3.3 | 42 | -3 | -0.6 | 1.0 | -2 | -3 | -0.6 | -3
CCNC(=S)N/N=C(\C)c1cc2ccccc2o1 | -1.6 | -16 | -5 | -1.1 | -2.8 | -14 | -6 | -3.8 | -1
CCCn1c2c(c(O)c(C(=O)NC)c1=O)CCCC2 | -0.3 | 11 | 13 | 0.9 | -0.7 | -5 | -10 | 0.5 | -2
COCCNC(=O)CN1CCC(NC(=O)C(C)(C)C)CC1 | -2.7 | -5 | -6 | 0.4 | 1.6 | 1 | -3 | -0.2 | -2
CSc1ncccc1C(=O)Nc1cc(C)ccn1 | -4.0 | 13 | -8 | 0.5 | -0.1 | 7 | -3 | -0.4 | 2
COc1ccc(-n2c(COc3ccc(C)cc3)nnc2SCC(N)=O)cc1 | -5.8 | 95* | 3 | 3.2 | 1.3 | 5 | -30 | -5.2 | -3
CCSc1nc2ccccc2n1C(=O)Oc1ccccc1 | 1.9 | 8 | -9 | 0.2 | 0.6 | 0 | -5 | -1.1 | -5
CC(C)S(=O)(=O)C1=NSC2=NC(=O)/C(=C\c3ccc(OC(=O)c4ccco4)cc3)C(=N)N21 | -0.2 | 54 | 18 | -0.1 | -0.7 | 9 | -20 | -0.9 | -8
CSc1ccccc1NC(=O)C1CCCO1 (stereo not given) | . | 19 | . | -0.4 | -0.7 | . | . | . | -5

Laid out differently: entries from further up.
c1ccc(COc2ccc(OCCCCN3CCCC3)cc2)cc1
  IMP-1 inh = -1.8
  PHOSPHO1 block = 1
  GPR7 antagonist = -1
  V1aR counter = 5.7
  OXTR ag = 4.7
  NS3 helicase inh = -18
  FID counter = 17
  VIM-2 inh = 1.3
  GalR3 antagonist = -2
CCNC(=S)N/N=C(\C)c1cc2ccccc2o1
  IMP-1 inh = -1.6
  PHOSPHO1 block = -16
  GPR7 antagonist = -5
  V1aR counter = -1.1
  OXTR ag = -2.8
  NS3 helicase inh = -14
  FID counter = -6
  VIM-2 inh = -3.8
  GalR3 antagonist = -1

Screening data: PubChem, several laboratories
